# Bioassay records from PubChem.
# Gal4-VP16 FLuc = Gal4-VP16 reporter inhibition counter-screen; Drosophila S2 Gal4-VP16 UAS-luciferase, luminescence, 20 h; 310,000 tested, 3.5% active; AID 2546; Potency, µM (highest dose often 53.6 µM), for inactives: top-dose activity, negative = inhibition, actives largely listed as inhibitors;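 further: Gal4-VP16 expression switched on by copper sulfate through the metallothionein promoter; on the % scale 0 is the no-effect control and ±100 the full control effect; nearly all actives have a fitted effect of over 50% in size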
# MBNL1-CUG inh = MBNL1-poly(CUG) RNA binding inhibition; Potency, µM (titrated, usually from 57.5 µM), for inactives: at the top dose activity change, negative = inhibition, most hits filed as inhibitors; 280,000 tested, 0.036% active; TR-FRET MBNL1-His/biotin-(CUG)12 binding, 665/545 ratio; AID 2675; active means well fitted inhibition curve with a large enough effect in the signal ratio, with a control signal flat, not every such curve was filed as active; inconclusive means small, poorly fitted or top-dose-only effect, or effect the other way, or a change in a side signal; inactive means no such curve, though single readings can be large or run the other way; the % refers to the signal ratio; further: on the % scale 0 is the no-effect control and ±100 the full control effect
# Target sequence (Q9NR56 whole entry, looked up): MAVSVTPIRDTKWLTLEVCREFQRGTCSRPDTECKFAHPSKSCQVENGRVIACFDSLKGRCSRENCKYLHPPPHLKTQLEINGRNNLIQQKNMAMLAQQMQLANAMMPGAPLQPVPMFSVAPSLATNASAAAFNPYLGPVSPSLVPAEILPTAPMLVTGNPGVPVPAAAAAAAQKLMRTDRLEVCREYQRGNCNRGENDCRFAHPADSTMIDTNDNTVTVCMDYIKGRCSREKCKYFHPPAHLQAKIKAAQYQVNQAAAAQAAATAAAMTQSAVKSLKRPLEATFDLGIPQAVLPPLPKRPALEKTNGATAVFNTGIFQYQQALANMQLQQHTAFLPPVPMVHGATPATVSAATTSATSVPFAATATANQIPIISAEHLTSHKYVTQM
#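 Compounds (final 92 nM to 58 uM) are added to His-tagged MBNL1 and biotin-(CUG)12, then terbium anti-His antibody and streptavidin-XL665 (5 nM final). After 60 min at room temperature, the 665/545 nm ratio is read.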
# uPA generation = blocks generation of uPA at the cell surface; cell surface uPA generation assay, qHTS; Potency, µM (series often up to 38.3 µM), without a hit: at the top dose activity change, negative = inhibition, hits mostly inhibitors; 330,000 tested, 0.31% active; active means well fitted inhibition curve with a large enough effect; inconclusive means small, poorly fitted or top-dose-only effect; inactive means no such curve, though single readings can be large or run the other way; tested in mouse RAW 264.7 cells; further: on the % scale 0 is the no-effect control and ±100 the full control effect; nearly all actives have a fitted effect of over 55% in size
# p53 reactivator = re-activators of mutant p53; H1299 p53-A138V BP100-luciferase reporter, luminescence, 24 h; Potency, µM (top dose mostly 92.2 µM), for inactives: at the highest dose activity change, positive = activation, actives largely listed as activators; 320,000 tested, 0.063% active; further: % of control where 0% means no effect; nearly all actives have a fitted effect of over 45% in size
#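 p53-null H1299 cells stably carrying temperature-sensitive p53-A138V and a BP100-luciferase reporter were pinned with compounds (4-point, 1:5 series) and held 24 hrs at 37 deg C. Luminescence was read 10 min after detection reagent.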
# CXXC DNA block = inhibitors of human MLL CXXC domain-DNA interaction | Q03164 | MLL-CXXC / FITC-HOXA9 DNA fluorescence polarization | Potency, µM (doses to about 115 µM), for the others: at the highest dose activity change, negative = inhibition, hits mostly inhibitors | 290,000 tested, 0.037% active; active means well fitted inhibition curve with a large enough effect in the polarisation, with a control signal flat, not every such curve was filed as active; inconclusive means small, poorly fitted or top-dose-only effect, or effect the other way, or a change in a side signal; inactive means no such curve, though single readings can be large or run the other way; the % refers to the polarisation
#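 Fluorescence polarization: 7 uM MLL-CXXC (stock) preincubated 5 min with compounds, then 50 nM fluorescein-HOX-A9 DNA (stock) added; 30 min ambient. Buffer 50 mM Tris-HCl pH 7.5, 50 mM NaCl, 1 mM DTT, 0.05% BSA.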
# Rab9 prom act = Rab9 promoter activation; Huh7 Rab9 promoter-luciferase reporter, luminescence, 24 h; Potency, µM (titrated, usually from 9.22 µM), for inactives: at the highest dose activation, negative = inhibition, actives largely listed as activators; 320,000 tested, 2.8% active; AID 485297; further: % of control where 0% means no effect; nearly all actives have a fitted effect of over 60% in size
#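 Luminescence from Amplite-detected luciferase (10 minutes, ambient) reports Rab9 promoter activation. Before that, stable Rab9-luciferase Huh7 cells (1500/well, reduced-serum OP-MEM I plus 10% FBS) were exposed to compound for 24 hours at 37C.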
# BRCA1 expr act = increases BRCA1 expression; MCF7-BRCA1-FFLuc reporter, luminescence, 48 h; response scale: scaled: vehicle 0%, 10 µM genistein 100%; Potency, µM (top dose mostly 46.1 µM), inactives show top-dose activation, usual class: activators; 380,000 tested, 1.1% active; AID 624202; further: nearly all actives have a fitted effect of over 80% in size; some results filed as inactive show a strong effect at the top dose
#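 Using MCF7 cells harboring a BRCA1 firefly luciferase reporter, plated 2 h before compound pinning, the screen measured luminescence after 48 h incubation. Responses were normalized to DMSO and 10 microM genistein, then fitted for concentration-effect.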
# NPC1 prom act = activates the NPC1 promoter. Huh7 NPC1 promoter luciferase reporter, 24 h. Potency, µM (doses to about 9.22 µM), inactives show at the top dose activation, most hits filed as activators. 320,000 tested, 2.4% active;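 further: % of control where 0% means no effect; nearly all actives have a fitted effect of over 60% in size; reporter is driven by a mutant NPC1 promoter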
#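 Readout is luciferase luminescence, reflecting NPC1 promoter activation in stably transfected Huh7 cells after 24 h compound exposure at 37 °C in reduced-serum medium with 10% FBS.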
# RORgamma inh = inhibitors of mouse ROR gamma transcriptional activity | Drosophila S2 Gal4-RORgamma UAS-luciferase reporter, 20 h | Potency, µM (series often up to 53.6 µM), for the others: at the top dose activity change, negative = inhibition, actives largely listed as inhibitors | P51450 | 310,000 tested, 5.4% active | AID 2551; further: on the % scale 0 is the no-effect control and ±100 the full control effect; nearly all actives have a fitted effect of over 60% in size
#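 Stably transfected Drosophila Schneider cells are the test system, with ROR gamma fused to Gal4 and luciferase under UAS control; luminescence is read after 20 hr of 700 uM copper sulfate induction at ambient temperature.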
# FLuc counter = inhibits or activates purified firefly luciferase, miR-21 counter-screen; P08659; purified FLuc, Km substrates, luminescence inhibition; Potency, µM (titrated, usually from 57.5 µM), without a hit: at the highest dose activity change, negative = inhibition, usual class: inhibitors; 360,000 tested, 6.9% active;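 further: plate controls were vehicle for no effect and reference inhibitor for full effect; nearly all actives have a fitted effect of over 55% in size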
# Target sequence (P08659 whole entry, looked up): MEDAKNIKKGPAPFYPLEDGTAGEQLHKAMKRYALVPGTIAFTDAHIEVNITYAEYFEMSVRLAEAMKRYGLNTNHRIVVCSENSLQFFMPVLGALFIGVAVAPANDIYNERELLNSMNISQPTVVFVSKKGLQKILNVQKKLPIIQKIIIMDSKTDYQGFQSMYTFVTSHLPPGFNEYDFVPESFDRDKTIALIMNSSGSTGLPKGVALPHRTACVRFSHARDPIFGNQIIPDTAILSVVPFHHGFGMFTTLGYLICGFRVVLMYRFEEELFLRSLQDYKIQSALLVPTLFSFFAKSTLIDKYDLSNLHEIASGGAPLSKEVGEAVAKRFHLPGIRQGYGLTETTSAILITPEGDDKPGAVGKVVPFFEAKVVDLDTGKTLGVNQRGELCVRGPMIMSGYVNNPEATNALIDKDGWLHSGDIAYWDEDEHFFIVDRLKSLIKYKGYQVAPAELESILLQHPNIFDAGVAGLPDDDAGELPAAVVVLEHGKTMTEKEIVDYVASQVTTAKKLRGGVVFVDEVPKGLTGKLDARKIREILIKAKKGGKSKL
#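 Purified P. pyralis luciferase (10nM final) with 10uM D-luciferin and 10uM ATP (Km levels) in 50mM Tris acetate pH 7.5, 10mM Mg acetate, 0.01% Tween-20, 0.05% BSA; qHTS 6-point titration, ~60 µM downward; luminescence read.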
# ELG1 genotox = induces genotoxicity in HEK293T cells with luciferase-tagged ELG1; HEK293T ELG1-luciferase reporter, luminescence, 16 h; Potency, µM (titrated, usually from 46 µM), inactives show at the top dose activity change, positive = activation, hits mostly activators; 330,000 tested, 1.3% active; AID 504466; further: % of control where 0% means no effect; nearly all actives have a fitted effect of over 60% in size
#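 Reporter readout depends on ELG1 protein level, which increases with genetic stress. After 16 hr compound exposure at 37 °C, luciferase activity was quantified using ONE-Glo.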
# * = called active by the depositor; u = inconclusive; x = not tested or not shown; & = joins results of further samples; [ ] = remark or other dose. Unless noted, the call rests on the fitted dose curve; in most records, active means well fitted curve in the direction sought with a large enough effect; inconclusive means small, poorly fitted or top-dose-only effect, or another doubt; inactive means no such curve, though single readings can be large; an effect the other way counts as inactive or inconclusive. Potency means the concentration at half of the fitted maximal effect. These rows are one share of the data; count on the stated rates, not on these rows.
SMILES,Gal4-VP16 FLuc,MBNL1-CUG inh,uPA generation,p53 reactivator,CXXC DNA block,Rab9 prom act,BRCA1 expr act,NPC1 prom act,RORgamma inh,FLuc counter,ELG1 genotox
COc1cccc(CNC(=O)c2ccccc2NC(=O)C2=C(C)OCCS2)c1,-14%,-6%,5%,-2%,-7%,-6%,-10%,-1%,-9%,-1%,-10%
CN1C[C@H](C(=O)N[C@]2(C)O[C@@]3(O)[C@@H]4CCCN4C(=O)[C@H](Cc4ccccc4)N3C2=O)CC2c3cccc4[nH]cc(c34)C[C@H]21 (some centres not stated),x,x,-11%&0%,-9%&-8%,x,-1%&-5%,-16%&-62%,14%&-2%,x,-5%&-4%,-17%&-6%
CCOC(=O)C1=C(c2ccccc2)N=C2SCC(=O)N2C1c1ccc(OCC)c(OCC)c1 (configuration not stated),5%,-1%,7%,-7%,-3%,6%,11%,-2%,u,0%,-1%
COc1ccc2c(C)cc(=S)[nH]c2c1,u,10%,-1%,-4%,-4%,2%,-3%,0%,u,-16%,0%
CC(C(=O)NCCc1ccc(S(N)(=O)=O)cc1)N1C(=O)CC(C)(C)Sc2ccccc21 (configuration not stated),5%,-1%,-2%,-3%,8%,0%,-11%,-6%,-3%,0%,-2%
Fc1ccccc1-c1nc(NC2CCCC2)c2ccccc2n1,3%,-6%,-3%,-2%,3%,-12%,-40%,-4%,31%,5%,-11%
CCC(c1ccccc1)c1nnc(NC(=O)c2ccco2)s1 (configuration not stated),2%,-15%,0%,-1%,-10%,15%,58%,10%,9%,u,8%
CCCCc1ccc(-c2ccc(Br)cc2O)nc1,u,-5%,-1%,28%,-5%,0.79µM*,u,1.4µM*,u,0.85µM*,1.3µM*
O=C(N/N=C/c1ccc(OC(=O)c2ccccc2)cc1)c1ccc(CN2CCOCC2)cc1,-3%,-10%,-1%,-1%,55%[activator],3%,2%,-1%,39%,-10%,2%
Cc1ccccc1C(=O)c1c[nH]c(C(=O)N2CCN(c3ccccc3F)CC2)c1,-15%,-4%,4%,-2%,-1%,-7%,-65%,-2%,35%,-11%,-3%
CS(=O)(=O)N(CC(=O)N1CCN(c2ccccc2F)CC1)c1cccc(C(F)(F)F)c1,-4%,-10%,6%,3%,-15%,-1%,-41%,1%,44%,0%,-2%
O=C(COc1ccccc1F)c1ccc(O)cc1O,u,-13%,0%,u,1%,7%,76%,12%,3.2µM*,u,13%
Cc1ccc(OCC(=O)NC(=S)Nc2ccccn2)c(Br)c1,11µM*,-4%,-15%,3%,-2%,2.8µM*,11µM*,1.6µM*,10µM*,0.19µM*,0.13µM*
CCOC(=O)c1cnc2ccc(C(=O)OC)cc2c1NCCN1CCOCC1,-3%,-1%,-5%,-6%,-9%,-4%,1%,-3%,-9%,8%,-1%
Cc1nc2ccccc2c(=O)n1NC(=O)c1c(F)cccc1F,-1%,-6%,2%,-8%,-4%,1%[1.84 µM],-1%,1%,-7%,-2%,0%

# Complete entries from above. Values in the order: Gal4-VP16 FLuc, MBNL1-CUG inh, uPA generation, p53 reactivator, CXXC DNA block, Rab9 prom act, BRCA1 expr act, NPC1 prom act, RORgamma inh, FLuc counter, ELG1 genotox
# Shown for COc1cccc(CNC(=O)c2ccccc2NC(=O)C2=C(C)OCCS2)c1 : -14%, -6%, 5%, -2%, -7%, -6%, -10%, -1%, -9%, -1%, -10%
# Shown for Cc1ccccc1C(=O)c1c[nH]c(C(=O)N2CCN(c3ccccc3F)CC2)c1 : -15%, -4%, 4%, -2%, -1%, -7%, -65%, -2%, 35%, -11%, -3%

# The results go on:
SMILES,Gal4-VP16 FLuc,MBNL1-CUG inh,uPA generation,p53 reactivator,CXXC DNA block,Rab9 prom act,BRCA1 expr act,NPC1 prom act,RORgamma inh,FLuc counter,ELG1 genotox
O=C(NCCc1ccccc1)NC1CCCCC1,u,-5%,x,u,-4%,0.56µM*,u,1.1µM*,u,11µM*,u
CCOC(=O)/C(=C/c1c(C)n(C)c2ccc([N+](=O)[O-])cc12)C(C)=O,u,u,-5%,-27%,7%,-6%,-73%,7%,13µM*,-4%,-1%
C=CCn1c(CCC(O)CCCCC)n[nH]c1=S (configuration not stated),-12%,-6%,8%,-3%,-5%,-4%,9%,-3%,u,2%,2%
Cc1cc(C)c(OCC(=O)NCCCn2nc(C)cc2C)c(C)c1,x,x,-8%,0%,x,3%,1%,-1%,x,8%,2%
COCC(C)n1c(SCC(=O)NNC(=O)c2ccc(F)cc2)nc2ccccc2c1=O (configuration not stated),-4%,1%,-1%,-2%,2%,-10%,1%,0%,15%,-1%,0%
CCOc1ccccc1NC(=O)CSc1n[nH]c(N)n1,14%,0%,8%,-8%,0%,-3%,2%,1%,-27%,3%,-2%
C/C(=N\NC(=O)c1cc(C)[nH]n1)c1ccc(-c2ccccc2)cc1,-2%,0%,1%,15%,-7%,17%,36%,26%,u,-17%,14%
Cc1oc(-c2ccc(Cl)cc2)nc1CN1CCC(C(=O)NCC2CCCO2)CC1 (configuration not stated),0%,0%,0%,-7%,-2%,2%,0%,-5%,-17%,-2%,-2%
O=C(Nc1ccc(S(=O)(=O)Nc2ncccn2)cc1)c1ccc(Br)s1,1%,253%[activator],7%,4%,14%,2%,0%,1%,18%,-1%,0%
COc1ccccc1NC(=O)N1CCCC1C(=O)NC12CC3CC(CC(C3)C1)C2 (configuration not stated),0%,-8%,-1%,-5%,50%[activator],-9%,-10%,3%,2%,3%,-1%
COc1cc(CNCCN2CCOCC2)ccc1OCc1ccccc1Cl,-4%,0%,-9%,7%,-4%,4%,16%,-4%,-39%,4%,0%
O=C(Nc1ccnn1C1CCN(C(=O)c2cccc(Cl)c2)CC1)C1CCOC1 (configuration not stated),-8%,-5%,-5%,13%,10%,-3%,-5%,-2%,-4%,-3%,11%
CC(=O)Nc1ccc(N2N=C(C)C(N=Nc3ccccc3)C2=O)cc1 (configuration not stated),17%,u,-6%,4%,0%,22%,-23%,3%,-1%,u,5%
CC(Cc1ccccc1)N1C(=O)c2cccc([N+](=O)[O-])c2C1=O (configuration not stated),u,u,1%,22%,11%,8%,23%,-1%,-33%,-7%,-3%
COc1ccccc1NC(=O)C(=O)c1cn(CC(=O)N2CCOCC2)c2ccccc12,-4%,6%,-19%,13%,6%,u,u,u,36%,4.8µM*,u
COc1ccc(-c2cc(C3CCN(Cc4ccc([N+](=O)[O-])cc4)CC3)[nH]n2)cc1,8%,x,-1%,1%,1%,0%,-46%,1%,31%,-3%,0%
CC(=O)N1CCc2cc(S(=O)(=O)NCCC(=O)N3CCN(c4ccccn4)CC3)ccc21,-1%,-3%,x,-7%,5%,-7%,-20%,1%,19%,0%,-2%
CCN1CCN(C(=S)NC(C)c2ccccc2)CC1 (configuration not stated),-7%,x,5%,-1%,8%,-4%,-9%,3%,4%,-1%,1%
CSc1nnc2n(C3CCCCC3)c(=O)c3c4c(sc3n12)CCCC4,-3%,-6%,x,-1%,-2%,-4%,x,0%,-37%,1%,7%
CCOc1ccc(Cn2c3ccc(OC)cc3c3nc4ccccc4nc32)cc1OC,u,3%,2%,-16%,-14%,0%,-54%,0%,13µM*,9%,-1%
COC(=O)C(=Cc1ccccc1[N+](=O)[O-])C(=O)OC,-81%,1%,u,-13%,4%,-7%,-71%,-19%,u,-2%,-12%
COc1ccc(/C=C/C(=O)OCC(=O)N2CC(=O)Nc3ccccc32)cc1,-12%,-8%,0%,2%,20%,-5%,-37%,2%,31%,u,-5%
CC(=O)c1c(COC(=O)c2cccc(C)c2)nc2ccccc2[n+]1[O-],-29%,u,-3%,-1%,-4%,-1%,-1%,-7%,15%,6%,0%
O=C(CN(C(=O)CCC(=O)Nc1ccccn1)c1cccc(F)c1)NCc1ccc(F)cc1,11%,0%,-2%,-2%,12%,8%,-37%,1%,9%,1%,-4%
COc1cc(NS(=O)(=O)c2ccc(F)cc2)c(OC)cc1NC(=O)C1CC1,-14%,-5%,x,-27%,4%,6%,x,-3%,-15%,0%,-1%
O=C(O)CCCC(=O)Nc1cc([N+](=O)[O-])ccc1O,7%,-1%,-5%,5%,-13%,5%,1%,3%,-14%,2%,3%
NC(=O)C1CCN(CC(=O)NCc2ccccc2)CC1,10%,1%,4%,0%,2%,5%,0%,0%,-3%,0%,0%
COc1cc2c(cc1OC)CN(Cc1ccc(F)cc1)CC2,-1%,-7%,0%,-6%,u,1%,-5%,-6%,-31%,-1%,-4%
Cc1nc2ccccc2n1/C(=N/S(=O)(=O)c1ccc(Br)cc1)c1ccccc1,13%,-2%,x,-4%,2%,-2%,x,-2%,-5%,1%,1%
